From PubChem BioAssay
IEC-6 cytotox = cytotoxicity in IEC-6 intestinal epithelial cells, primary screen, cytotoxicity control for KLF5 inhibitor project, cell-based, luminescence; IEC-6 cytotoxicity, luminescence viability; inhibition, % at 5 µM; actives 0.78% (n = 290,000); in the data active means inhibition above about 22%;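 further: 0% = plate median of test compound wells and 100% = cytotoxic reference compound wells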
AI-2 QS mod = Vibrio harveyi AI-2 quorum sensing modulators, primary screen, JMH597 strain, luminescence/OD600 ratio | Vibrio harveyi JMH597 AI-2 luminescence/OD600 ratio, 9 h; active compounds read low; strain lacks LuxN and CqsS sensors; 0 = neutral-control median | activity change, % at 7.5 µM | actives 0.4% (n = 300,000); in the data active means activity change below about -75%, passing the limit was not always enough;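 further: luminescence divided by OD600 gain over 9 h not by final OD600 alone; inactives centre near 13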
SKKanGAS inh = S. pyogenes SKKanGAS growth inhibitors in kanamycin, primary screen, streptokinase expression inhibitor project, SKKanGAS strain, BacTiter-Glo luminescence; 6 h; inhibition, % at 7.5 µM; actives 1.3% (n = 300,000);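 active means mean replicate score, as percent of positive control median, at least 50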;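 further: strain carries kanamycin resistance gene driven by streptokinase promoter and grows in 40 µg/ml kanamycin; loss of luminescence reflects streptokinase promoter inhibition or plain growth inhibition; 0% = median of DMSO wells and 100% = positive control at its reference dose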
aSyn UTR inh = MLPCN primary screen, SNCA 5' untranslated region; alpha-synuclein 5'UTR reporter, inhibitor activity; inhibition, % (tested at 7.5 µM); actives 0.82% (n = 300,000); in the data active means inhibition above about 60%;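 further: H4 neuroglioblastoma cells stably carrying SNCA 5'UTR luciferase fusion; 0% = DMSO wells and 100% = positive control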
HSP90 inh = HSP90 inhibitors, primary screen, cell lysate, luminescence | Heat shock protein HSP 90 (rabbit reticulocyte lysate; luciferase refolding) | Rabbit reticulocyte lysate, luciferase refolding luminescence, 3 h | inhibition, % at 5.6 µM | actives 0.91% (n = 290,000) | AID 1789, 2009;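 active means inhibition above the screen-wide mean plus 3 SD, computed separately per campaign, cut at about 16% in these data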;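 further: 0% = DMSO wells and 100% = 60 µM geldanamycin wells; inhibitors lower the luminescence because luciferase stays unfolded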
HSF-1 act = HSF-1 activators, primary screen, NIH3T3-HGL cells, MG132 stress, luminescence, single point | NIH3T3-HGL HSF-1 luciferase reporter, 8 h; 100% = twice DMSO control signal | activation, % at 9 µM | actives 1.7% (n = 300,000);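 active means mean replicate activation of at least 50% with a set share of replicates each reaching 50%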;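 further: 0% = median of the neutral control wells and 100% = twice that signal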
HIF activator = HIF pathway transcriptional activators, primary screen, cell-based, U2OS HRE-luciferase, luminescence; U2OS HRE-luciferase reporter; normalized: DMSO 0%, desferrioxamine 100%; actives 0.32% (n = 300,000); activation, % at 7.5 µM (by protocol);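 active means mean activation of at least 10% of the iron chelator positive control signal, with at least half of replicates also reaching 10%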
KLF5 inhibitor = KLF5 expression inhibitors, primary screen, DLD-1 cells, luminescence. DLD-1 KLF5 promoter-luciferase reporter. inhibition, % at 5 µM. actives 0.23% (n = 290,000). AID 1700, 2009;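 active means inhibition above a per-plate limit of that plate's mean compound inhibition plus 3 SD, cut at about 60% in these data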;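 further: 0% = DMSO wells and 100% = LY294002 at 200 µM; higher means less KLF5 promoter-driven luciferase light; inactives centre near -14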
HSF1 inh = HSF1 inhibitors in luciferase reporter cells, primary screen, cell-based, NIH3T3, luminescence; NIH3T3-HGL HSE-luciferase, MG132-induced, luminescence 8 h; active compounds read low; activity change, negative = inhibition, % at 7.5 µM (by protocol); actives 0.77% (n = 300,000);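 active means more than half of replicate wells show activity change below -50%, luminescence cut by over half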;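 further: luciferase reports HSF-1 transcriptional activity via heat shock element; 0% = median of DMSO wells and -100% = zero luminescence signal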
Platelet DG rel = inhibitors of platelet dense granule secretion, primary screen, cell-based, MLPCN, human platelets | human platelet-rich plasma, SFLLRN dense granule ATP release, luminescence | inhibition, %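 (compounds screened at 7.5 µM in platelet-rich plasma)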 | actives 0.22% (n = 300,000) | AID 1663, 2009;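 active means mean replicate score, as percent of positive control, at or above 50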
* marks the source's active call; other numbers are inactive results; / = not tested or not shown.

Compound,IEC-6 cytotox,AI-2 QS mod,SKKanGAS inh,aSyn UTR inh,HSP90 inh,HSF-1 act,HIF activator,KLF5 inhibitor,HSF1 inh,Platelet DG rel
O=C(Nc1cc(C(F)(F)F)ccc1N1CCOCC1)c1ccc(F)cc1,1,36,-1,27,10,/,-0.4,-7,/,3
COC(=O)CNC(=O)COC(=O)/C=C/c1cccs1,1,20,-4,-17,0,-1,-0.1,1,0,1
CCCOC(=O)c1ccc(NC(=O)CSC2=Nc3ccccc3C3CC=NN23)cc1 (configuration not stated),4,9,2,11,1,7,-1.0,-19,4,0
O=C(C[n+]1ccc(Cc2ccccc2)cc1)Nc1ccccc1,2,12,-7,8,-4,6,2.0,-2,0,4
O=C(CCCC(=O)OCC(=O)c1cccs1)Nc1ccc(F)cc1,-3,-2,-19,9,2,5,-0.1,-26,-1,-7
CCOc1ccc(-n2c(SCc3cc(=O)oc4cc(C)c(C(C)C)cc34)nnc2-c2cccnc2)cc1,9,13,-10,16,-3,-2,-0.9,23,-1,-13
CCc1ccc(OCC(=O)N/N=C(\C)c2ccccc2OC(F)F)cc1,-6,19,-5,18,-3,-10,-0.9,-4,-1,6
Cc1oc(-c2ccc(Cl)cc2)nc1CSCC(=O)NC1CCN(Cc2ccccc2)CC1,-4,14,0,22,-2,1,0.3,-3,1,-5
CC(/C=C1\SC(=S)N(NS(=O)(=O)c2ccc(C)cc2)C1=O)=C\c1ccccc1,-6,77,78*,-5,-4,0,-0.1,2,-3,2
COc1ccccc1NC(=O)CSc1nnc(-c2ccoc2C)n1CCc1ccccc1,0,12,1,19,-1,18,0.4,-27,6,4
Cc1ccc(-c2nc(-c3ccncc3)no2)cc1,-1,11,-5,-28,9,44,2.4,-121,11,5
N#Cc1ccc(Oc2ccc(C(N)=O)cc2)cc1C#N,-2,26,-8,-15,-3,-3,0.2,-10,-1,-2
CC(C)CCNC(=O)CO/N=C/c1ccccc1OC(F)F,-4,20,-1,2,-1,-5,0.0,-15,0,-2
COc1ccc(CC(NC(C)=O)C(=O)NC2CCN(C(=O)Nc3ccccc3Cl)CC2)cc1OC (configuration not stated),-2,9,-7,0,-1,-6,0.4,-27,-2,3
COc1ccc(NC(=O)Nc2ccc3nccnc3c2)cc1,-2,22,-8,-122,1,15,3.3,-200,22,7
Cc1cc(Cl)c2oc(C(=O)N3CCC(O)(c4ccccc4)CC3)c(C)c2c1,0,5,64*,11,-4,18,-0.6,-24,19,14
O=[N+]([O-])c1cccnc1Oc1ccccc1F,3,7,2,10,8,-4,-0.4,-15,-3,4
Cc1cc(=O)oc2c3c(ccc12)OC/C3=N/N,-7,13,6,-2,-2,-15,-0.1,-51,-5,-2
Cc1sc2ncnc(OCC(=O)NCc3cccs3)c2c1C,1,18,3,-4,-1,3,0.5,-28,-4,-4
CC(=O)Nc1ccc(SCCCC(=O)c2ccccc2)cc1,2,-10,-9,-161,1,10,1.0,-38,14,8
COc1ccc(N(C)S(=O)(=O)c2cccc(C(=O)NC3CCCC(C)C3C)c2)cc1 (configuration not stated),/,34,-1,20,/,10,-0.3,/,11,-2
Cc1cc(N)n2nc(C)c(-c3ccc(Cl)cc3)c2n1,7,5,-6,18,1,7,-1.2,-48,7,-10
Cc1cccc(C)c1NC(=O)c1cccc(C(=O)Nc2c(C)cccc2C)n1,/,16,9,-19,/,15,-0.5,/,-1,0
CCc1c(C)nc2ncnn2c1N1CCCC(C(=O)NCc2ccco2)C1 (configuration not stated),1,-30,-2,2,4,1,0.2,21,8,-4
CN(C)CCCOc1ccc(Cl)cc1Br,3,6,-6,30,3,2,-0.1,1,1,3
CNC(=S)N1N=C(c2cccs2)CC1c1ccc(OC)cc1 (configuration not stated),-11,20,1,-15,-2,-29,-0.1,-16,-14,1
COC(=O)c1cc2ccccc2c(-c2c(O)ccc3ccccc23)c1O,1,-4,-5,8,-6,40,-0.5,1,14,-51
CC(=O)c1c(C)[nH]c(C(=O)OCC(=O)N2CC(=O)Nc3ccccc32)c1C,4,17,-3,4,1,12,0.2,-36,2,7
COc1ccc(CCC(=O)Nc2ccc3c(c2)OCO3)cc1OC,0,12,3,7,1,40,-0.8,-1,11,3
COC(=O)c1ccccc1NC(=S)NC(=O)CC(C)C,-5,/,-4,20,-2,-1,0.2,-17,1,4
COc1ccc(/C=N/OCC(=O)N=Nc2c(O)[nH]c3ccc(Br)cc23)cc1OC,4,12,15,-29,-1,1,-0.7,14,4,2
CC(C)(C)C(=O)NC1CC2CCCC(C1)N2C(=O)Nc1cccc(Cl)c1 (configuration not stated),5,-16,-4,-3,2,0,2.6,7,-5,-8
O=C(CNCc1ccccc1)Nc1cccc(Cl)c1Cl,-2,27,4,1,5,24,-2.7,-27,11,-8
CN(C)S(=O)(=O)c1ccc(S(=O)(=O)N(Cc2ccco2)Cc2ccccc2Cl)cc1,-2,42,-5,3,0,21,1.0,-35,16,-4
Cc1ccc(-c2noc(CN(C(=O)CCN3C(=O)c4ccccc4C3=O)C(C)C)n2)cc1,-2,22,-13,26,-2,1,0.3,5,-8,-2
CN(CCOc1ccc(Cl)cc1)C(=O)C1CCN(C(=O)c2ccc(F)cc2)CC1,4,2,26,9,-1,0,-0.5,-28,1,3
CCOC(=O)c1c[nH]c2c(Cl)c(Cl)ccc2c1=O,5,19,4,-20,1,21,0.0,-22,-1,-1
CCOC(=O)N1CCN(c2cc(=O)n(-c3cccc(C)c3)c(=O)[nH]2)CC1,4,14,-1,5,3,-1,-0.1,-23,-3,8
COc1ccc(C2C(C(=O)Nc3ccc4c(c3)OCCO4)c3ccccc3C(=O)N2C)cc1 (configuration not stated),-1,10,-1,11,1,4,0.5,-2,2,6
O=C(O)CCC(=O)N1CCN(c2nc(-c3ccccc3)c3ccccc3n2)CC1,6,52,4,15,0,-2,0.3,-2,-9,13
CCC(=O)Nc1c2c(nc3c1CCC3)CCCC2,4,4,0,4,5,-13,0.3,-5,4,-1
CCC(CC)C(=O)NCCc1cc2ccc(C)cc2[nH]c1=O,2,32,-1,11,-3,2,-0.1,18,1,5
COc1cc(/C=N/NC(=O)C[n+]2ccccc2)cc(OC)c1OC,0,11,1,13,1,-10,0.6,-13,-4,11
O=C(NCCCN1CCOCC1)c1cc(S(=O)(=O)N2CCN(c3ccccc3)CC2)ccc1Cl,/,11,1,-8,/,19,-0.8,/,7,/
COc1ccc(CCC(C)NCc2cccc(Br)c2)cc1 (configuration not stated),4,9,2,16,-2,-7,-34,-20,0,5
CCOc1ccc(N(CC(=O)NCc2ccccc2)S(=O)(=O)c2c(C)noc2C)cc1,-2,25,-2,24,-1,5,/,-30,7,5
O=C(CN1C(=O)/C(=C/c2cccc(Br)c2)SC1=S)NC1=NCCS1,0,14,4,-14,0,32,0.2,-23,-3,1
O=C(Nc1ccccc1-c1nnc(SCc2ccc(Cl)cc2)o1)c1ccccc1,2,19,-11,-1,-1,15,-0.6,-8,-3,-1
COc1ccc(OC)c(-c2nn(-c3ccccc3)cc2C(=O)NCC(c2cccs2)N2CCOCC2)c1 (configuration not stated),/,24,-5,5,/,-18,-0.2,/,-3,-10
Cc1c(Cl)cccc1NC(=O)Cn1cc(C(F)(F)F)cc(Cl)c1=O,6,6,-12,-3,-2,32,-0.4,3,4,-7

The list goes on; the last 2 above are carried over.
Compound,IEC-6 cytotox,AI-2 QS mod,SKKanGAS inh,aSyn UTR inh,HSP90 inh,HSF-1 act,HIF activator,KLF5 inhibitor,HSF1 inh,Platelet DG rel
COc1ccc(OC)c(-c2nn(-c3ccccc3)cc2C(=O)NCC(c2cccs2)N2CCOCC2)c1 (configuration not stated),/,24,-5,5,/,-18,-0.2,/,-3,-10
Cc1c(Cl)cccc1NC(=O)Cn1cc(C(F)(F)F)cc(Cl)c1=O,6,6,-12,-3,-2,32,-0.4,3,4,-7
CCOc1ccc(S(=O)(=O)Nc2cc(OC)ccc2OC)cc1,90*,27,6,81*,0,-42,-0.4,73*,-29,4
CCCCn1c(-c2ccsc2)nc2c1c(=O)[nH]c(=O)n2CCC,3,4,-4,-7,1,28,0.3,-29,3,-5
COc1ccc(CN(C)C(=O)c2ccc(Oc3ccccc3)cc2)cc1F,-2,16,0,-6,-4,4,-0.2,-27,2,0
COC(=O)c1cnn(-c2ccccc2)c1-n1cccc1C=O,-2,7,0,28,0,-3,-0.4,-1,9,-3
Cc1ccc(-n2nnnc2SCC(=O)NC2CCCc3ccccc32)c(C)c1 (configuration not stated),0,16,9,-6,1,9,-0.7,-30,1,0
O=C(CSc1nc(=O)n2ccccc2n1)NCc1ccc2c(c1)OCO2,/,30,0,21,/,14,0.7,/,0,5
Cc1nn(C)c(Oc2cccc(Cl)c2)c1C(=O)Nc1ccc(F)cc1F,-2,12,-10,2,1,-8,-0.1,-5,2,1
COc1ccccc1OCC#CCn1ccnc1,7,13,-2,-4,0,-8,0.1,-25,-3,12
FC(F)(F)c1ccc2c(c1)N1CCCC1CN2 (configuration not stated),-6,13,9,-17,0,14,-0.5,-40,-1,3
Cc1nc(SCc2ccccc2)c2oc3ccccc3c2n1,-6,-6,16,22,-2,-8,0.0,18,4,0
C#Cc1ccc(C(=O)Nc2cc(C(N)=O)ccc2N2CCOCC2)cc1,0,16,8,4,1,1,-0.5,-13,1,6
COC(=O)C1=C(C)N(Cc2ccccc2)C(=O)N[C@H]1c1cccs1,/,23,7,4,/,-3,0.6,/,-7,-12
Nc1nn(-c2ccccc2)c2ccc([N+](=O)[O-])cc12,13,-6,7,5,-6,24,-7.0,-66,2,32
Cc1noc(C)c1CSCC(=O)OCC(=O)Nc1sccc1C#N,3,28,-1,-35,2,1,1.2,14,-3,-1
Fc1ccc(-c2c[nH]c(=S)n2Cc2ccccc2)cc1,1,-9,2,12,0,-4,-0.1,5,3,4
O=C(NCC1CCCO1)c1ccc(CS(=O)(=O)Cc2ccc(F)cc2)o1 (configuration not stated),2,3,-13,-3,2,0,0.1,-34,-5,-12
Cc1ccc(-c2nc(N)sc2-c2ccc(C)cc2)cc1,9,44,-4,35,2,6,0.8,11,1,-5
O=C(Nc1c2c(nn1-c1ccc(F)cc1)CSC2)c1ccc(S(=O)(=O)N2CCOCC2)cc1,-8,7,16,22,2,13,-0.2,-2,0,-3
O=C(COC(=O)CNC(=O)c1ccccc1)NCCc1ccccc1,-4,9,-7,13,0,-7,0.0,-29,1,1
O=C(N/N=C/C=C/c1ccccc1[N+](=O)[O-])c1cc(-c2ccccc2)n[nH]1,0,28,4,-56,3,19,-16,-10,8,-1
COCCCNC(=S)N1CCN(Cc2ccc3c(c2)OCO3)CC1,-1,16,-1,14,3,6,-1.0,-31,-8,0
